Source: PubChem BioAssay
mec2-1: NCI yeast anticancer drug screen, S. cerevisiae mec2-1 strain. % growth inhibition at 50 µM. hit rate 9% among 79,000;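 also: 0% = growth of vehicle-only cultures of the same strain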
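Cells of the genetically defined mec2-1 yeast strain are incubated with test compound. Inhibition of growth is calculated against vehicle-treated controls.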
yeast cln2 rad14: NCI yeast anticancer drug screen, S. cerevisiae cln2 rad14 strain; growth inhibition, % at 50 µM; hit rate 8.3% among 78,000;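 also: 0% = growth of vehicle-only cultures of the same strain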
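Readout is yeast growth inhibition versus vehicle-treated controls, using a strain with cln2 and rad14 alterations exposed to compound.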
mlh1 rad18: NCI yeast anticancer drug screen, S. cerevisiae mlh1 rad18 strain. AID 175, 2004. hit rate 11% among 79,000. % growth inhibition at 50 µM;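 also: 0% = growth of vehicle-only cultures of the same strain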
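Growth inhibition of the yeast strain was measured after compound exposure and expressed relative to vehicle-treated controls. The strain carries defined defects in DNA damage repair.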
yeast sgs1 mgt1: NCI yeast anticancer drug screen, S. cerevisiae sgs1 mgt1 strain; growth inhibition, % at 50 µM; hit rate 10% among 78,000; AID 161, 2004;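 also: 0% = growth of vehicle-only cultures of the same strain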
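Yeast cells carrying a defined DNA-repair defect were exposed to test compounds. Growth inhibition was measured relative to vehicle-treated controls.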
bub3: NCI yeast anticancer drug screen, S. cerevisiae bub3 mutant strain; hit rate 9.9% among 78,000; % growth inhibition at 50 µM;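 also: 0% = growth of vehicle-only cultures of the same strain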
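Inhibition values come from growth of compound-treated mutant yeast normalised to vehicle-treated controls.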
yeast rad50: NCI yeast anticancer drug screen, S. cerevisiae rad50 strain; hit rate 10% among 79,000; % growth inhibition at 50 µM;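 also: 0% = growth of vehicle-only cultures of the same strain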
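Compounds were tested on a yeast strain with an engineered DNA damage repair alteration; the reported value is growth inhibition normalised to vehicle treatment.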
* hit, by the source's call; . = not tested or not shown; & = joins results of further samples. Rule as the data show it: active = growth inhibition above about 70%; inactive = the rest.

Start of the data: the first 4 records (preview)
SMILES	mec2-1	yeast cln2 rad14	mlh1 rad18	yeast sgs1 mgt1	bub3	yeast rad50
CCCCOC(=O)OCCOCCOC(=O)OC(C)C(=O)OCCCC (stereo not drawn)	-22.4	-21.3	10.8	-10.2	1.7	-16.9
CC(=O)c1cccc(C(C)=O)c1N=Cc1ccc(Cl)cc1	-27.9	-11.8	-18.9	-26.4	-18.1	-30.3
[BH3-][NH2+]c1cccc([NH2+][BH3-])c1	-11.5	-2.4	-10.8	-8.8	-8.9	10.1
O=C(O)c1ccccc1C(=O)OC1CC2C=CC1C21CC1 (stereo not drawn)	-13.2	-1.9	-9.8	-15.3	-6.2	-12.2

The whole of this part, from the start:
SMILES	mec2-1	yeast cln2 rad14	mlh1 rad18	yeast sgs1 mgt1	bub3	yeast rad50
CCCCOC(=O)OCCOCCOC(=O)OC(C)C(=O)OCCCC (stereo not drawn)	-22.4	-21.3	10.8	-10.2	1.7	-16.9
CC(=O)c1cccc(C(C)=O)c1N=Cc1ccc(Cl)cc1	-27.9	-11.8	-18.9	-26.4	-18.1	-30.3
[BH3-][NH2+]c1cccc([NH2+][BH3-])c1	-11.5	-2.4	-10.8	-8.8	-8.9	10.1
O=C(O)c1ccccc1C(=O)OC1CC2C=CC1C21CC1 (stereo not drawn)	-13.2	-1.9	-9.8	-15.3	-6.2	-12.2
Cc1ccc(S(=O)(=O)N/N=C2/CCCOC2)cc1	4.2	32.5	38.0	59.6	24.2	16.1
CCCCC(CC)CCC(O)CC(C)C (stereo not drawn)	-11.3	10.8	5.2	14.6	13.8	-10.2
COc1ccccc1-c1cc(=O)c2ccc(OC)c(OC)c2o1	2.1	-12.8	11.9	-0.5	24.1	11.2
O=C(Nc1nc2c(ncn2C2CC(OC(=O)c3ccccc3)C(COC(=O)c3ccccc3)O2)c(=O)[nH]1)c1ccccc1 (stereo not drawn)	38.5	66.4	60.0	69.6	57.6	55.5
Cc1cc2nc(CC(=O)c3ccncc3)c(CC(=O)c3ccncc3)nc2cc1C	53.9	75.2*	66.5	65.5	61.1	78.0*
Cc1ccc(C(=O)C(CN(C)C)CN(C)C)cc1	92.3*	73.2*	88.0*	88.5*	88.7*	83.7*
CCCCC[N+](CCCCC)(CCCCC)CCCCC	-16.4	8.4	-13.5	-27.4	14.0	-10.8
CC(O)c1ccc2c(c1)C(O)C[C@H]1[C@](C)(CO)CCC[C@]21C (stereo partly drawn)	8.7	-8.1	27.9	18.8	9.6	20.8
COc1ccc2c(c1)C(=O)CC(C(=O)O)C2 (stereo not drawn)	-6.7	17.7	1.3	-3.4	1.7	-17.6
CCOC(=O)N1C/C(=C\c2ccccc2)C(=O)/C(=C/c2ccccc2)C1	0.6	19.6	72.2*	-12.3	9.2	-6.8
COc1ccc(CC[n+]2cccc(/C(=N/O)c3ccccc3)c2)cc1OC	-8.3	2.7	6.3	25.2	8.2	46.9
O=C(O)CSCc1cccc2ccccc12	-4.5	-10.4	-4.5	-14.6	-34.1	-24.1
CCOC(=O)/C=C(\C)NC	-46.9	-2.8	6.0	-30.9	-47.0	-27.5
O=[N+]([O-])c1ccc(-n2cnnn2)cc1	-4.7	-20.5	-3.4	-2.9	-6.8	3.4
Oc1c(Cl)cc(Br)cc1Cl	92.9*	78.5*	91.8*	96.5*	89.3*	84.7*
O=CC(=O)c1ccc(Cl)cc1	5.5	31.1	14.8	8.4	-9.5	1.9
C[N+](C)(CCO)CCO	-8.0	14.8	13.1	-8.5	0.8	3.1
COc1ccc(NC(=O)Nc2cc(C(F)(F)F)ccc2Cl)cc1	16.6	-26.1	-9.7	5.9	2.5	14.6
CN1CCCc2cc(/C=C\c3ccnc4ccccc34)ccc21	97.1*	93.0*	97.4*	98.3*	96.8*	96.0*
CC(=O)N1CC(=O)NC1=S	39.9	53.1	67.3	25.3	5.5	69.6
CC(C)NC(=O)c1ccc(CON)cc1	-9.7	23.5	9.8	2.8	35.0	5.2
CCC(C(=O)O)c1cccc2c(C)ccc(C)c12 (stereo not drawn)	3.5	23.2	8.2	21.4	7.7	8.2
Cn1cccc1/C=N/N1CC(=O)N(c2cccc(Cl)c2)CC1=O	7.7	4.7	20.9	19.6	17.4	1.6
CCOC(=O)Oc1cc2c(ccn2C)c2c1c1ccccc1n2C(=O)OCC	-1.8	8.9	0.4	-26.6	13.6	2.2
O=C(OCC(I)CC(F)(F)C(F)(F)F)c1ccc2cc(C(=O)OC(I)CC(F)(F)C(F)(F)F)ccc2c1 (stereo not drawn)	-8.7	-8.4	26.1	-12.0	1.5	-0.7
O=C(c1ccccc1)c1ccc(Cl)cc1	37.4	-3.0	81.5*	74.2*	73.8*	66.2
O=c1ssc2ncccc12	91.2*	49.6	96.7*	93.2*	93.2*	97.1*
CC(=O)c1cc2c(Cl)cc(Cl)cc2oc1=O	53.8	.	1.3	.	.	-5.9
C=C(CCC(Cl)C(O)CO)[Si](C)(C)C (stereo not drawn)	-19.2	45.3	48.6	52.0	49.2	37.5
CN=C(NC#N)NCc1ccccc1	7.3	10.1	8.4	-2.6	20.8	7.0
CC(C)c1ccc2c(c1)CCC1C(C)(CNC(=O)S)CCCC21C.[Zn+2] (stereo not drawn)	46.8	38.5	-10.6	-10.6	2.0	-8.2
Cc1c(O)ccc2c1CCCC2	5.8	-34.2	4.7	-4.8	6.1	7.0
COc1c2c(c(OC)c3c(=O)cc(C/C(=N/NC(=O)C[n+]4ccccc4)C(=O)Nc4cc(C)ccc4C)oc13)OCO2	-6.7	5.6	-0.3	-18.1	-3.1	-13.4
CC(=O)Oc1c(C)c(Br)c(OC(C)=O)c(-c2c(C)cc(C)c(Br)c2C)c1Br	1.1	-5.1	20.1	18.6	4.1	43.8
Nc1c2ccccc2nc2c(C(=O)Nc3ccc(S(N)(=O)=O)cc3)cccc12	-8.9	19.0	1.1	-1.4	-2.5	16.4
CN1CC(C(=O)C2C(=O)c3ccccc3C2=O)C(=O)C(=O)C(C(=O)C2C(=O)c3ccccc3C2=O)C1 (stereo not drawn)	-16.4	9.5	-22.0	-43.9	-35.0	-33.3
CN(C)c1ccc(C2NC(=S)NC3=C2CCCC3)cc1 (stereo not drawn)	-15.6	-20.6	14.6	5.0	22.8	-15.1
COc1ccc(N=Nc2c(-c3ccccc3)nn(C(=O)CC(=O)Nc3cccc(Cl)c3)c2-c2ccccc2)cc1	5.9	12.6	-13.5	-6.3	26.3	-2.6
O=c1c(O)cc2c(O)oc3c(=O)c(O)c(O)c4c(O)oc1c2c43	57.2	50.3	66.2	67.2	85.0*	88.4*
CC1=C(C(=O)Nc2cccc3ccccc23)C(c2cccc([N+](=O)[O-])c2)C(C(=O)Nc2cccc3ccccc23)=C(C)N1	60.2	70.6*	88.1*	77.1*	81.5*	76.2*
O=C1Sc2ccccc2Cn2cccc21	13.0	-19.6	8.7	13.3	-6.3	-1.7

Some of these compounds in order of number of heavy atoms, high to low:
SMILES	mec2-1	yeast cln2 rad14	mlh1 rad18	yeast sgs1 mgt1	bub3	yeast rad50
CC(=O)Oc1c(C)c(Br)c(OC(C)=O)c(-c2c(C)cc(C)c(Br)c2C)c1Br	1.1	-5.1	20.1	18.6	4.1	43.8
COc1ccc(NC(=O)Nc2cc(C(F)(F)F)ccc2Cl)cc1	16.6	-26.1	-9.7	5.9	2.5	14.6
Cc1ccc(S(=O)(=O)N/N=C2/CCCOC2)cc1	4.2	32.5	38.0	59.6	24.2	16.1
CC(=O)c1cc2c(Cl)cc(Cl)cc2oc1=O	53.8	.	1.3	.	.	-5.9
Cc1c(O)ccc2c1CCCC2	5.8	-34.2	4.7	-4.8	6.1	7.0
CCOC(=O)/C=C(\C)NC	-46.9	-2.8	6.0	-30.9	-47.0	-27.5

Next section:
SMILES	mec2-1	yeast cln2 rad14	mlh1 rad18	yeast sgs1 mgt1	bub3	yeast rad50
NCc1c(Cl)c(Cl)c(Cl)c(CN)c1Cl	-14.2	11.9	19.5	14.1	17.8	21.3
CCCCC(CC)CN1C(=O)C2C3C=CC(C3)C2C1=O (stereo not drawn)	19.1	-4.5	7.2	39.2	39.1	32.5
CCCCCCCCCCCC(=O)N1CCCC1	99.5*	99.2*	99.5*	96.8*	99.5*	99.4*
CCOC(=O)C(=NNc1cc(OC)c(Cl)cc1OC)C(=O)OCC	-9.9	-25.4	6.0	-7.4	1.7	8.2
CSc1c(C#N)c2c(Cl)ncnc2n1C(C)=O	14.3	-71.5	5.3	9.9	-7.5	1.7
Cc1cc(SCC(=O)c2ccccc2)cc(C)[o+]1	95.6*	17.6	95.4*	56.4	97.9*	92.0*
CC(C)=CC(=O)OC(C)(C)C	1.6	6.1	23.7	3.4	7.0	11.4
CCOC(=O)C(=CNC(=S)Nc1ccc(Cl)c(Cl)c1)C(=O)OCC	39.5	45.6	67.5	59.7	39.0	53.5
COc1ccc2[nH]c3c(c2c1)[C@H](c1ccccc1)C[C@@H]1C(=O)N(c2ccccc2)C(=O)[C@H]31	-6.7	0.7	-8.0	1.8	-8.9	-5.2
CC1CCCCC(=O)N1 (stereo not drawn)	13.4	5.1	-1.4	27.7	18.6	11.6
CCCCCCCCC(=O)N(C)C1C2CN3CCC(O2)C13 (stereo not drawn)	27.6	56.9	48.4	55.7	33.1	37.5
CN(C)Cc1c(CC(O)(c2ccccc2)c2ccccc2)ccc2ccccc12	-4.8	-0.6	5.6	-12.2	-1.2	10.8
CCOC(=O)C1C(c2ccc(Cl)cc2Cl)NC(c2ccc(C)cc2)C(C(=O)OC)S1(=O)=O (stereo not drawn)	-9.8	27.3	27.1	-8.8	-5.1	13.0
NCCNc1ncnc2ccccc12	16.1	-11.6	-5.2	-1.8	-1.4	-13.1
OCC(Cn1cncn1)(c1ccc(F)cc1F)n1cncn1 (stereo not drawn)	44.2	63.0	57.5	68.2	71.0*	61.8
CCc1c(Cl)c(Cl)c(Cl)c(Cl)c1Cl	2.4	-42.5	13.8	4.2	-2.9	3.0
Cn1c(=O)c2c(nc(NCCOC(=S)S)n2C)n(C)c1=O	1.8	32.5	15.9	-10.3	5.3	-44.8
CN(CC(=O)NC(Cc1ccccc1)C(=O)O)C(=O)OCc1ccccc1 (stereo not drawn)	-8.0	-6.2	-10.6	-1.2	-16.1	-16.9
N#CCN(CC#N)C1CCCCC1	-13.4	0.1	5.9	0.2	6.6	19.2
O=[N+]([O-])c1ccc(Nc2ccc(O)cc2)c([N+](=O)[O-])c1	-7.3	9.0	-21.1	10.3	-3.5	11.2
Cc1ccc(N=CN(C)Sc2ccc(C(C)(C)C)cc2)c(C)c1	11.7	-28.6	-3.5	13.8	8.1	21.2
CCOC(=O)CC(C)(O)C1CC1 (stereo not drawn)	-3.9	-70.4	8.0	2.0	-5.0	6.6
O=C1c2ccccc2OCC1CS(=O)(=O)CC1COc2ccccc2C1=O (stereo not drawn)	9.7	16.2	7.4	-5.5	-0.5	-9.5
O=C(/C=C/c1cccs1)c1ccc(Cl)cc1	-41.3	-2.8	-4.3	-9.4	2.2	-26.6
O=C(C(/C=N/C(=S)NCc1ccccc1)=C(/O)c1ccccc1)c1ccccc1	98.0*	97.7*	98.7*	98.2*	98.3*	98.8*
CCCCOc1ccc(C(=O)OCCNC2CCCCC2)cc1N	-2.3	6.3	42.7	15.2	0.6	17.4
CCCCCCCCCCCC(=O)OCC1OC(OC)C(NC(=O)N(CCCl)N=O)C(O)C1O (stereo not drawn)	67.5	30.5	76.0*	90.5*	77.4*	79.9*
COc1cc(Br)c(CC(=O)c2ccc3c(c2)OCO3)cc1OC	12.8	-0.7	15.2	7.9	0.0	1.6
Cc1cc(NC(=O)C(=O)Cc2cnc3ccccc3n2)c(S(=O)(=O)O)cc1Cl	12.8	-23.0	-7.8	-2.7	-11.2	1.4
O=C1c2cccc3cc([N+](=O)[O-])cc(c23)C(=O)N1Cc1ccco1	8.8	16.8	0.9	32.2	7.7	24.6
O=C(N/C=C/C=C/Sc1ccccc1)OCc1ccccc1	21.8	-4.3	17.6	38.6	2.2	0.1
CC(C)OC(=O)/C=C/C(=O)OC(C)C (tested in a mixture with another compound)	-6.9	-20.4	-23.1	-13.6	-13.8	-13.1
CCCCOC(=O)c1ccc(O)cc1	-1.8&-3.0	-11.2&3.5	48.0&23.4	-6.5&8.7	33.6&8.8	23.0&25.4
CC(=O)C(C)C(C)=O	0.7	-21.6	-0.8	1.4	22.6	-3.0
COc1cc2c(cc1OC)C(=O)Cc1ccc3c(c1CN(C)CC2)OCO3	-42.7	2.7	-17.9	-21.7	-40.5	-19.9
CSc1ccc(NC(=O)COc2ccccc2)cc1	19.1	-3.7	21.7	6.0	39.3	9.8
Nc1nnnn1CCc1ccccc1	6.3	-10.8	9.8	-4.0	4.4	7.8
CCc1ccccc1N(C)C	-25.5	-3.6	13.1	6.2	-3.6	-14.7
Cc1ccc2c(N=O)c(O)[nH]c2c1C	6.0	-14.9	-9.2	-12.3	7.3	-0.6
